# S100A4 inh HTS: inhibitors of S100A4-myosin IIA peptide binding, primary screen, biochemical, fluorescence polarization, TAMRA-MyoIIA peptide. inhibition, % at 10.7 µM. Protein S100-A4 (Homo sapiens), P26447. AID 652163, 2013. hit rate 0.14% among 360,000;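 active = mean inhibition of at least 70% across replicates, with every replicate also reaching that level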
# Target sequence (P26447 whole entry, looked up): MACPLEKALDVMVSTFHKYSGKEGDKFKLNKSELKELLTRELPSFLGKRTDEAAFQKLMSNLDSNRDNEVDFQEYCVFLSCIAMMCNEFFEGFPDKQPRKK
#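 Material: S100A4 monomer protein / Buffer or medium: 50 mM HEPES pH 7.2, 10 mM CaCl2, 100 mM KCl / Times: 5 min incubation before reading / Benchmarks: neutral control DMSO, positive control TFP / Reagent: labelled myosin peptide probe, 5 nM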
# FN deposit inh: inhibitors of fibronectin matrix deposition, primary screen, AH1F cells, Alexa488-fibronectin fluorescence, plate reader. AH1F fibroblasts, overnight. inhibition, % at 12.6 µM. hit rate 0.086% among 350,000;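 active = mean inhibition across replicates of 30% or more, regardless of how many single replicates reach that level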;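 note: positive control wells lacked labelled fibronectin entirely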
#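 Assay system: AH1F fibroblasts / Quantity: 10000 cells per well / Medium: DMEM plus 2% serum, read in PBS / Reagent: labelled fibronectin 24 nM / Dosing: single dose, pinned / Times: 1 h cell attachment, overnight exposure to compound and label / Signal: fluorescence, ex 485 nm, em 525 nm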
# esBAF inh: Bmi1 luciferase reporter increase in mESCs, primary screen, esBAF inhibitor project, mouse ES cells, Bmi1 luciferase knock-in, single point; 24 h; 100% = twice the neutral-well signal; reporter increase, % at 12.5 µM; hit rate 2% among 350,000; AID 602393, 2012; in the data active = activation above about 40%;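 note: 0% = median of the plate's neutral control wells and 100% = double that signal; a rise in the Bmi1 reporter signal indicates esBAF inhibition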
# Xi reactivation: activators of inactive X chromosome reactivation, primary screen, imaging, XiGFP fibroblasts, GFP high-content imaging, set 2. hit rate 0.055% among 360,000. activation, % at 7.58 µM. XiGFP mouse fibroblasts, % GFP-positive cells imaging, 3 d; cells co-treated with 5-aza-dC sensitizer; scaled so ellipticine positive control = 100%;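 active = mean normalized replicate activation at least 10% and every replicate at or above 10%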;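 note: 0% = median of on-plate neutral control wells and 100% = ellipticine 6 µM median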
#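 System: 68-5-11 XiGFP fibroblast line; Timing: 3 days compound exposure; Compound dosing: one concentration, pinned; Benchmarks: positive control ellipticine, 6 µM final; Buffer or medium: DMEM containing 5-aza-dC.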
# RAD54 inh: inhibitors of human RAD54 branch migration, primary screen, biochemical, fluorescence, single point; DNA repair and recombination protein RAD54-like (Homo sapiens), Q92698; RAD54 Holliday junction branch migration, FAM/BHQ fluorescence; inhibition, % at 10.4 µM; hit rate 0.14% among 360,000;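 active = mean normalized replicate activity at least 40 and at least half of replicates scoring 40 or more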;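 note: 0% = median of neutral control wells and 100% = median of positive control wells; inhibitors cause a drop in the FAM fluorescence signal; in these data hits start at about 50%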
# Target sequence (Q92698 whole entry, looked up): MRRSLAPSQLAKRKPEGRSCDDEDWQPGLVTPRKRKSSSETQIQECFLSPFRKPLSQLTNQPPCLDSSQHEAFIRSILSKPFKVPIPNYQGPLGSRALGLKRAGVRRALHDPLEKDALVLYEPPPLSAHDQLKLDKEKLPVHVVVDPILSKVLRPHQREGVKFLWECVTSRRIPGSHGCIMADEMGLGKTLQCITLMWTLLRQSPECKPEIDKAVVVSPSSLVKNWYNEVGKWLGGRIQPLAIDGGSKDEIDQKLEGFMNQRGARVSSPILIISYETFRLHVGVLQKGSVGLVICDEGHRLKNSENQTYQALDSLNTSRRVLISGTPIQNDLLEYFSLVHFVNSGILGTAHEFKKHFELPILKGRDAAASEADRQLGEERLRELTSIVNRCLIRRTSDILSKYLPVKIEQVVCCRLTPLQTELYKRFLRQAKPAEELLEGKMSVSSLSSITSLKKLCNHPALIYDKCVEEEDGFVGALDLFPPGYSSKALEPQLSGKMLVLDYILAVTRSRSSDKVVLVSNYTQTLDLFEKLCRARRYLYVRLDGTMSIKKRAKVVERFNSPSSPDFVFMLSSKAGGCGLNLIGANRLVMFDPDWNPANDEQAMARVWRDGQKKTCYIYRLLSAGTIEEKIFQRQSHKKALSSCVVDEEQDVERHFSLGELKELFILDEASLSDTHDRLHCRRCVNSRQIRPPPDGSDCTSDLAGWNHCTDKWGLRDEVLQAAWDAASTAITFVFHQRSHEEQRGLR
# RAD52 inh: RAD52 DNA annealing inhibitors, primary screen, biochemical, FRET, single point, set 2; recombinant RAD52 DNA annealing, FRET fluorescence; inhibition, % at 18.7 µM; hit rate 0.46% among 360,000; AID 651710, 2012; DNA repair protein RAD52 homolog (Homo sapiens), P43351;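 active = every replicate showing at least 50% inhibition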
# E-sel inducer: E-selectin induction in HUVECs, primary screen, imaging, HUVEC, immunofluorescence imaging, single point; P16581; activation, % at 7.58 µM; hit rate 0.37% among 260,000; normalized: neutral wells 0, TNF-alpha wells 100;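 active = mean E-selectin-positive cell signal at least 10% of the positive control, reached in at least 60% of replicates, without over 20% cell loss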;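 note: in these data hits start at about 27%; measured in HUVEC primary endothelial cells; signal is the percent of cells scored E-selectin positive by PE staining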
#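 Test system: HUVEC; input: 3,000 HUVEC/well; measured by: immunofluorescence imaging; read-out: % PE-positive cells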
# EWS-Fli inh: EWS/Fli-driven NR0B1 reporter inhibitors, primary screen, A673 cells, NR0B1 luciferase, luminescence, MLPCN library; viability-normalised; inhibition, % at 12.6 µM; AID 651661, 2012; hit rate 0.67% among 350,000;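 active = mean inhibition of at least 50% after viability correction, with every replicate also passing that limit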;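 note: firefly luciferase signal divided by Alamar Blue viability fluorescence both relative to DMSO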
# Starred values were filed as active, the others as inactive; · = not tested or not shown; & = joins results of further samples.
nr	Molecule	S100A4 inh HTS	FN deposit inh	esBAF inh	Xi reactivation	RAD54 inh	RAD52 inh	E-sel inducer	EWS-Fli inh
1	O=C1NCCCC1C(=O)N1CCN(C(=O)c2ccco2)CC1 (configuration not stated)	-6	·	-5	·	-11	-15	·	-2
2	COc1ccc2[nH]c(CN3CCN(CC(C)C)C(CCO)C3)c(C)c2c1 (configuration not stated)	-11	-4	3	0.0	-6	6	0.3	6
3	O=C(CN1C(=O)c2ccccc2C1=O)Nc1ccccc1	0	0	-5	0.3	-16	-14	0.2	10
4	CNC(C)C#Cc1ccc2c(=O)c3cc(C)c(C)cc3oc2c1 (configuration not stated)	-13	-4	69*	-0.7	-4	-39	-0.1	-76
5	C[C@H](CO)N1C[C@H](C)[C@@H](CN(C)C(=O)Nc2ccccc2)Oc2ccc(NC(=O)Nc3ccc(C(F)(F)F)cc3)cc2CC1=O	1	·	3	-0.3	0	1	0.1	18
6	Clc1ccc(-c2nc(CSc3ccccn3)cs2)cc1	-5	8	·	0.1	-8	-11	·	-69
7	Cc1ccc(C)c(NC(=O)COC(=O)CNC(=O)C2CCCCC2)c1	-2	-6	-6	-0.1	5	-2	·	0
8	COc1ccccc1CN(C)CC(=O)NC1CCCc2ccccc21 (configuration not stated)	3	-3	·	0.0	·	-8	0.4	-2
9	CCOC(=O)N1CCN(c2c(NCc3ccccc3OC)c(=O)c2=O)CC1	-4	5	5	0.4	-5	-17	2.6	0
10	O=C(NCc1ccccc1)NC(=O)c1ccccc1F	14	·	16	0.3	-3	-3	0.1	·
11	CC(NC(=O)CCCC1CCCCC1)c1ccc(S(N)(=O)=O)cc1 (configuration not stated)	-5	1	-4	0.0	1	5	-0.1	1
12	C[C@H](CO)N1C[C@H](C)[C@H](CN(C)C(=O)c2cc(-c3ccccc3)on2)OCc2cnnn2CCCC1=O	2&3&-4	-4&-1	3&-1&3	-0.3&0.4	1&7&3	-7&-2&6	-0.3&-0.2	-8&-10&1
13	CC(=O)c1nc(-c2ccccc2)sc1C	2	4	·	1.3	·	4	-0.5	-9
14	O=C(NCc1cccc(C(F)(F)F)c1)C1C(=O)Nc2ccccc2C(=O)N1Cc1ccccc1 (configuration not stated)	15	1	·	0.2	·	0	0.1	-1
15	CN1C(=O)/C(=C/c2ccc(OCc3ccc(C(=O)O)cc3)c(Cl)c2)NC1=S	-1	2	23	0.0	-5	-3	-0.1	-19
16	CCOC(=O)N1CCC(N2C(=O)c3ccccc3C2Nc2cc(C)cc(C)c2)CC1 (configuration not stated)	-4	5	-6	0.0	-4	-4	1.8	3
17	CC(NC(=O)NC1CCCCC1)c1ccccc1 (configuration not stated)	-3	-1	·	-0.1	-6	-4	-0.2	11
18	O=C(C[n+]1ccccc1)N/N=C/c1cccs1	5	-5	·	0.1	·	-1	·	-5
19	COCCCNC(=O)[C@H]1N2C(=O)c3ccccc3C2SC1(C)C (some centres not stated)	-12	2	-1	0.0	·	-4	·	6
20	C[C@H]1CN([C@@H](C)CO)C(=O)Cc2cc(NC(=O)CCC(F)(F)F)ccc2O[C@@H]1CN(C)C(=O)Nc1ccccc1	9	·	1	0.1	0	-4	-0.1	0

# esBAF inh: hit marks shown above.
no. | SMILES | S100A4 inh HTS | esBAF inh | RAD52 inh
4 | CNC(C)C#Cc1ccc2c(=O)c3cc(C)c(C)cc3oc2c1 (configuration not stated) | -13 | 69* | -39

# Record cards, as listed above. Values in the order: S100A4 inh HTS	FN deposit inh	esBAF inh	Xi reactivation	RAD54 inh	RAD52 inh	E-sel inducer	EWS-Fli inh
# Entry for O=C(C[n+]1ccccc1)N/N=C/c1cccs1 = 5	-5	·	0.1	·	-1	·	-5
# Entry for O=C1NCCCC1C(=O)N1CCN(C(=O)c2ccco2)CC1 (configuration not stated) = -6	·	-5	·	-11	-15	·	-2
# Entry for C[C@H](CO)N1C[C@H](C)[C@H](CN(C)C(=O)c2cc(-c3ccccc3)on2)OCc2cnnn2CCCC1=O = 2&3&-4	-4&-1	3&-1&3	-0.3&0.4	1&7&3	-7&-2&6	-0.3&-0.2	-8&-10&1

# (next part)
nr	Molecule	S100A4 inh HTS	FN deposit inh	esBAF inh	Xi reactivation	RAD54 inh	RAD52 inh	E-sel inducer	EWS-Fli inh
21	CCOc1ccc(NC(=O)N(CCN(C)C)C(C)c2cccnc2)cc1 (configuration not stated)	3	-18	0	0.1	-16	-16	0.9	4
22	O=C([C@H]1[C@H](CO)[C@H]2Cn3c(cccc3=O)[C@H]2N1Cc1ccccc1Cl)N1CCCCC1	4	·	2	0.1	-1	-9	-1.7	-6
23	C[C@H](CO)N1C[C@H](C)[C@@H](CN(C)C(=O)Nc2ccccc2)Oc2c(NS(=O)(=O)c3cn(C)cn3)cccc2C1=O	-67&0	-2	0&3	-0.7&0.0	-2&-11	-9&-9	-0.1&0.0	-11&2
24	CC(=O)c1cccc(NS(=O)(=O)c2c(C(=O)N3CCOCC3)c(C)n(C)c2C)c1	-1	8	-8	0.5	-12	-7	·	·
25	COC(=O)C1=C(C)OC(N)=C(C#N)C1c1ccccc1 (configuration not stated)	·	-5	-8	·	-20	·	0.6	·
26	CC(Sc1nc(N)cc(=O)[nH]1)C(=O)N1CCOCC1 (configuration not stated)	0	-12	-3	0.0	-6	-1	·	1
27	N#CC1(Nc2ccc3c4c(cccc24)CC3)CCCCC1	19	-123	·	40*	7	-43	1.4	8
28	Cc1cccc(NC(=O)CSc2ncnc3sc(C)cc23)c1	2	2	-3	0.5	-2	3	0.2	3
29	O=C1OCCN1C(=O)[C@H]1[C@H](c2ccc(Cl)cc2)C(c2ccc(F)cc2)=NN1c1ccccc1	4	·	-7	0.0	4	-51	·	2
30	CCCNC(=O)C[C@H]1C[C@H]2c3cc(NC(=O)CC4CC4)ccc3O[C@H]2[C@H](CO)O1	7	-11	-6	-0.1	8	5	0.0	0
31	CO[C@H]1CN(C)C(=O)c2cc(NC(=O)Nc3cc(F)ccc3F)ccc2OC[C@@H](C)NC[C@@H]1C	-15	-3	0	0.2	2	5	0.7	-5
32	COc1ccc(C2=NOC(C(=O)Nc3cccnc3)C2)cc1OC (configuration not stated)	7	9	6	-0.1	2	-14	4.8	6
33	O=C(CN1C(=O)c2ccccc2S1(=O)=O)NC(Nc1ccccc1F)C(Cl)(Cl)Cl (configuration not stated)	-1	2	-5	0.0	7	-14	·	2
34	O=C(N/N=C/C1CC2C=CC1C2)c1ccccc1O (configuration not stated)	-2	-5	-3	-0.1	-5	-16	0.0	-15
35	Cc1cc(-n2cnnn2)ccc1C(C)C	-34	0	25	0.0	-4	9	·	-16
36	CN(CCNC(=O)C1CC(=O)N(c2ccc(F)c(Cl)c2)C1)Cc1ccccc1 (configuration not stated)	-12	·	0	·	-6	-3	·	-10
37	C[C@H]1CN([C@@H](C)CO)S(=O)(=O)c2ccc(-c3cccnc3)cc2O[C@@H]1CN(C)Cc1ccncc1	-37	-4	-4	-0.3	-1	-9	-2.8	-9
38	Cc1ccc(S(=O)(=O)NC(=O)c2cccc(N(C)C)c2)cc1	7	1	14	0.0	15	-15	0.1	-15
39	O=C(O)CC12CC3CC(C1)CC(n1ncc(NCc4ccccc4Cl)c(Cl)c1=O)(C3)C2	0	-15	-4	0.1	2	-11	3.1	7
40	O=C(c1ccco1)N1CCN(C(=S)Nc2ccccc2Cl)CC1	-1	0	9	-0.1	-4	-10	0.0	5
41	CC(C)CC#Cc1ccc([C@H]2[C@@H](CO)N3C(=O)CN(C(=O)c4ccc5c(c4)OCO5)C[C@H]23)cc1	-14	·	·	0.4	·	-19	-0.6	17
42	CC(C)NC(=O)Nc1ccc2c(c1)C(=O)N([C@H](C)CO)C[C@H](C)[C@@H](CN(C)S(=O)(=O)c1ccccc1)OCCCC[C@@H](C)O2	-7&3	2&0	-7&0	-0.1&-0.1	0	-5&-8	0.0&0.0	-2&-1
43	O=C(O)CNC(=O)/C=C/c1ccc(Cl)cc1Cl	-3	-8	·	0.2	·	-41	-0.5	5
44	Nc1nc(Cl)nc2c1ncn2[C@H]1C[C@H](O)[C@@H](CO)O1	-3&3	-8	-37	0.5	-5	-1	0.6	1
45	COc1cc(NS(=O)(=O)c2ccc(NC(=O)c3cccs3)cc2)nc(OC)n1	-14	-9	-2	0.2	-7	-9	·	0
46	C#CCNC(=O)C1=C[C@H](C2CC2)C[C@H](OCCCCO)O1	4&-3	20	6	0.1	0	-17&4	0.1	-3&10
47	N#CCCn1nc(-c2ccccc2)c2ccccc2c1=O	0	-3	1	3.9	-3	-6	·	2
48	CC1(C(=O)NCc2ccccc2)CN(S(C)(=O)=O)CC(=O)N1CCCN1CCOCC1 (configuration not stated)	1	7	·	0.1	·	-7	0.0	3
49	O=C(NCCS(=O)(=O)c1ccc(Br)cc1)c1ccccc1	-7	-1	8	-0.1	-6	-44	0.0	-3
50	COc1ccc(N2C(=O)c3[nH]nc(-c4ccccc4)c3C2c2ccc(F)cc2)cc1 (configuration not stated)	-6	-6	·	0.3	·	-6	-0.3	13
51	NC(=O)c1nn(-c2ccc(Oc3ccccc3)cc2)c(=O)cc1O	1	-28	3	0.0	2	-17	·	2
52	CCN(CC)C(=O)C(c1ccccc1)S(=O)(=O)N1CCOCC1 (configuration not stated)	-22	-3	0	0.1	-2	-6	0.1	-10
53	CO[C@H]1CN(C)C(=O)c2cc(NC(C)=O)ccc2OC[C@@H](C)N(C(=O)Cc2ccccn2)C[C@@H]1C	7	-4	0	0.4	4	-20	0.0	0
54	c1ccc(CNc2ncn[nH]2)cc1	4	-1	-4	-0.1	5	-8	4.6	-1
55	COc1ccc(NC(=O)N(C)C[C@@H]2Oc3ccc(N(C)C)cc3CC(=O)N([C@H](C)CO)C[C@H]2C)cc1	5	·	-2	0.0	-6	-4	-2.7	·
56	CCOc1ccc(S(=O)(=O)N2c3ccccc3CC2C)cc1 (configuration not stated)	-1	-5	-7	·	4	-8	·	·
57	COc1cccc(CNCC(=O)NC(=O)NC2CCCC2)c1	1	8	2	0.0	3	-7	-0.1	-1
58	Cc1noc(C)c1NC(=O)N(C)C[C@@H]1Oc2ccc(NC(=O)Nc3ccccc3)cc2C(=O)N([C@@H](C)CO)C[C@@H]1C	-21	·	6	0.2	-1	-6	·	-3
59	C[C@@H](NC(=O)C[C@H]1CC[C@H]2[C@@H](COC[C@@H](O)CN2C)O1)c1ccccc1	12	-4	-2	0.0	2	-4	0.0	-1
60	CC(Nc1ccc(F)cc1F)C(=O)NC(=O)NC1CCCCC1 (configuration not stated)	-5	-1	·	0.0	·	-7	·	14
61	CCCN(C)C[C@H]1Oc2cc(C#Cc3cccnc3)ccc2S(=O)(=O)N([C@H](C)CO)C[C@@H]1C	-11	·	-2	-0.8	-5	-2	-0.2	8
